BAZ2B block: inhibitors of human BAZ2B bromodomain. Q9UIF8. AlphaScreen BAZ2B-H3K14Ac peptide displacement. Potency, µM (highest dose often 114 µM), without a hit: top-dose activity change, negative = inhibition, usual class: inhibitors. hit rate 4.4% among 360,000. AID 504333; note: potency is the fitted concentration of half-maximal effect; % is set by controls: 0 for no effect and ±100 for the full control effect; nearly all actives have a fitted effect of over 60% in size
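Protein-peptide AlphaScreen: BAZ2B 50 nM, b-H3K14Ac 50 nM, 1x PBS pH 7.4 + 0.01% Tween-20. Preincubation 30 min RT; cpd 30 min RT (top 110 uM); beads 20 min RT, light-protected.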
GLS inh: inhibitors of human glutaminase (GLS); hit rate 0.21% among 410,000; AID 624170; GLS enzymatic activity, qHTS titration; O94925; Potency, µM (titrated, usually from 45.5 µM), without a hit: at the highest dose activity change, negative = inhibition, most hits filed as inhibitors; note: potency is the fitted concentration of half-maximal effect; % is set by controls: 0 for no effect and ±100 for the full control effect
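Coupled fluorescence readout: glutamate oxidase/HRP/Amplex Red detect glutamate formed by hKGA from L-glutamine (1 mM solution added). Buffer 45 mM KH2PO4 pH 8.2, 0.02% Tween-20; reads at t0 and 30 min RT.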
G9a inh: blocks human histone lysine methyltransferase G9a; hit rate 8.8% among 350,000; Potency, µM (series often up to 102 µM), for inactives: top-dose activity, negative = inhibition, actives largely listed as inhibitors; Q96KQ7; G9a H3K9 monomethylation, AlphaScreen, 2 h; note: potency is the fitted concentration of half-maximal effect; % is set by controls: 0 for no effect and ±100 for the full control effect; nearly all actives have a fitted effect of over 75% in size
Target sequence (Q96KQ7 913-1193 limits assumed): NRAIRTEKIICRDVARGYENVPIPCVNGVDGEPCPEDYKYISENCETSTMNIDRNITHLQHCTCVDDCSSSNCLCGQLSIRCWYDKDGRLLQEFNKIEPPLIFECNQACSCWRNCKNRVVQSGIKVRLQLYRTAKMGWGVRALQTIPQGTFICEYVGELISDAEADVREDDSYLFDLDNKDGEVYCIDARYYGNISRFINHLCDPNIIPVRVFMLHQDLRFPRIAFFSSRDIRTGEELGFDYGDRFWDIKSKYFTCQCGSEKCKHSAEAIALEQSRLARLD
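G9a (20 nM) was preincubated 15 min with compound, then reacted 2 h at room temperature with 500 nM biotin-H3K9 peptide and 20 µM SAM. Monomethyl-H3K9 detected by AlphaScreen using anti-H3K9me1 antibody.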
JMJD2A Tudor inh: inhibitors of human JMJD2A Tudor domain | O75164 | AlphaScreen JMJD2A-Tudor / H3K4me3 peptide binding | Potency, µM (doses to about 114 µM), without a hit: at the top dose activity change, negative = inhibition, hits mostly inhibitors | hit rate 4.4% among 390,000 | AID 504339; note: potency is the fitted concentration of half-maximal effect; % is set by controls: 0 for no effect and ±100 for the full control effect; nearly all actives have a fitted effect of over 50% in size
HP1b chromo inh: blocks HP1-beta chromodomain binding to methylated histone tails; hit rate 0.56% among 390,000; AID 540317; Potency, µM (highest dose often 114 µM), for inactives: top-dose activity change, negative = inhibition, most hits filed as inhibitors; AlphaScreen HP1-beta / biotin-H3K9me3 peptide binding; P83916; note: potency is the fitted concentration of half-maximal effect; nearly all actives have a fitted effect of over 70% in size; inactives centre near 23
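HP1-beta protein (50 nM final) preincubated 30 min at room temperature with biotinylated H3(1-18)K9me3 peptide (50 nM) in PBS pH 7.4, 0.01% Tween-20, then compound added for 30 min. AlphaScreen streptavidin donor/nickel chelate acceptor beads (10 ug/mL final), 30 min dark, luminescence read.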
PI4K2A inh: PI4K2A (human) kinase inhibition | purified PI4K2A, ADP-Glo luminescence, 1 h; hits give low values | activity change, negative = inhibition, % at 76.9 µM | hit rate 0.13% among 420,000; in the data active = activity change below about -50%; inconclusive = mostly about -30% to -49%;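 note: -100% = wells without enzyme as full effect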
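ADP-Glo luminescence measured ADP generated by PI4K2A enzyme (4 ug/mL before mixing) with 1.2 mM PI substrate (pre-mix) and 300 microM ATP (pre-mix). Tris pH7.5 buffer with MgCl2, Triton X-100; 1 h reaction at ambient temperature.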
Pol eta inh: inhibitors of human DNA polymerase eta. recombinant Pol eta, fluorescent DNA replication assay. Potency, µM (titrated, usually from 114 µM), for inactives: top-dose activity change, negative = inhibition, most hits filed as inhibitors. hit rate 1.2% among 390,000; note: potency is the fitted concentration of half-maximal effect; % is set by controls: 0 for no effect and ±100 for the full control effect
Target sequence (Q9Y253 whole entry, looked up): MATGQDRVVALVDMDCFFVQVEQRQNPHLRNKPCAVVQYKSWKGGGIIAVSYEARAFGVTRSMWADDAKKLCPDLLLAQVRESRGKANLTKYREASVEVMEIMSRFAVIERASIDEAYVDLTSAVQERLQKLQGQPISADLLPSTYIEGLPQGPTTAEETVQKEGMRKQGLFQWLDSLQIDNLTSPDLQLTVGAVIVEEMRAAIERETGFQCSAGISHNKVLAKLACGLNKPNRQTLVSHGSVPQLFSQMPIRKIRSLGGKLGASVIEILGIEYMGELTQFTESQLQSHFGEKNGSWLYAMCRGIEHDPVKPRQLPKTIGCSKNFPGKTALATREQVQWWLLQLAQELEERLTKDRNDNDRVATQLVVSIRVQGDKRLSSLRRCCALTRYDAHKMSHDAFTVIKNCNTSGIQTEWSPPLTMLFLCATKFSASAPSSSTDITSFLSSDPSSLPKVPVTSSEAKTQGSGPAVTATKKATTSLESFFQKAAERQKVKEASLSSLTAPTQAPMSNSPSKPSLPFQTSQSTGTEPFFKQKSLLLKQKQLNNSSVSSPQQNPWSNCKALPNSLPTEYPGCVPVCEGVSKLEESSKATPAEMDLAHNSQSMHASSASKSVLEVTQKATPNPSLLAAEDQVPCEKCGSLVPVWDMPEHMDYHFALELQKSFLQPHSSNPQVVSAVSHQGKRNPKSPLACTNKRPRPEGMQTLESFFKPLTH
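Pol eta at 10 nM preincubated with compounds 15 min at room temperature; reaction started with fluorescent substrate (50 nM final) and read kinetically at 0 and 10 min.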
Pin1 inhibitor: human Pin1 inhibition. AID 504891. hit rate 0.009% among 390,000. Pin1 FP peptide displacement, HiFluor488, 10 min. Potency, µM (series often up to 115 µM), for the others: at the top dose activity, negative = inhibition, hits mostly inhibitors. Q13526; active = well fitted inhibition curve with a large enough effect in the polarisation, with a control signal flat, not every such curve was filed as active; inconclusive = small, poorly fitted or top-dose-only effect, or effect the other way, or a change in a side signal; inactive = no such curve, though single readings can be large or run the other way; the % refers to the polarisation; note: potency is the fitted concentration of half-maximal effect; % is set by controls: 0 for no effect and ±100 for the full control effect
Tb PGK inh: blocks T. brucei phosphoglycerate kinase | P07378 | PGK/GAPDH coupled, Kinase-Glo luminescence, 60 min | Potency, µM (doses to about 57.5 µM), for inactives: top-dose activity change, negative = inhibition, actives largely listed as inhibitors | hit rate 0.043% among 380,000 | AID 602233; note: potency is the fitted concentration of half-maximal effect; % is set by controls: 0 for no effect and ±100 for the full control effect; nearly all actives have a fitted effect of over 60% in size
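Luminescent ATP detection (Kinase-Glo Plus) follows a 60-minute room-temperature incubation, with wells lacking PGK as controls. Buffer: 100 mM TEA (pH 7.6), 5 mM MgCl2, 0.01% Tween-20. Coupling enzyme GAPDH (100 nM final) supplies unstable 1,3-BPG in-well.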
* = called active by the depositor; i = inactive; ? = inconclusive; · = not tested or not shown; & = joins results of further samples; [ ] = remark or other dose. Unless noted, calls come from the whole dose curve; as a rule, active = well fitted curve in the direction sought with a large enough effect; inconclusive = small, poorly fitted or top-dose-only effect, or another doubt; inactive = no such curve, though single readings can be large; an effect the other way counts as inactive or inconclusive. A portion of the library; the hit share may differ from the screen's.

entry	molecule	BAZ2B block	GLS inh	G9a inh	JMJD2A Tudor inh	HP1b chromo inh
1	COc1ccc2cc3cc(C(=O)N4CCN(c5ccccn5)CC4)oc3nc2c1	0%	0%	22%	-1%	14%[57 µM]
2	COC(=O)C(NC(=O)c1ccccc1Cl)(Nc1ncc(S(=O)(=O)c2ccc([N+](=O)[O-])cc2)s1)C(F)(F)F (stereo not given)	?	7%	?	?	-21%
3	COc1ccc(CC(=O)Nc2ccc3c(c2)OCO3)cc1S(=O)(=O)N1CCOCC1	0%	15%	-7%[2.33 µM]	-21%	14%
4	CCc1cccc(C)c1NC(=O)CCCn1nc(C)c2sc3ccccc3c2c1=O	0%	-5%	-27%[59 µM]	-13%	9%
5	O=C(NCCc1ccccc1)Nc1cccc(Cl)c1	-4%	9%	14%[59 µM]	21%	70%[activator]
6	CCOC(=O)C1CCN(C(=O)CCNC(=O)Cn2ccc3ccccc3c2=O)CC1	7%	-18%	-7%[2.33 µM]	-7%	9%
7	COc1ccc2c(c1)OC[C@H]1[C@H]2N2C(=O)CN(C)C(=O)[C@@]2(C)[C@H]1c1ccccc1	-2%	0%	-17%[0.501 µM]	-22%	30%
8	CCCCCCCCc1nc(=S)[nH][nH]1	13%	-18%	0.89µM*	?	?

entry	PI4K2A inh	Pol eta inh	Pin1 inhibitor	Tb PGK inh
1	-5	-21%	-1%	-9%
2	-19	-3%	?	-1%
3	2	-1%	-5%	-2%
4	2	-12%	14%	-5%
5	-2	-14%	-1%	1%
6	2	-13%	-5%	-7%
7	0	-1%	2%	-11%
8	-8	-9%	4%	-5%

Another view of some results above:
3: COc1ccc(CC(=O)Nc2ccc3c(c2)OCO3)cc1S(=O)(=O)N1CCOCC1
4: CCc1cccc(C)c1NC(=O)CCCn1nc(C)c2sc3ccccc3c2c1=O

Assay by compound	3	4
BAZ2B block	0%	0%
GLS inh	15%	-5%
G9a inh	-7%[2.33 µM]	-27%[59 µM]
JMJD2A Tudor inh	-21%	-13%
HP1b chromo inh	14%	9%
PI4K2A inh	2	2
Pol eta inh	-1%	-12%
Pin1 inhibitor	-5%	14%
Tb PGK inh	-2%	-5%

Remaining list, next part.
entry	molecule	BAZ2B block	GLS inh	G9a inh	JMJD2A Tudor inh	HP1b chromo inh
9	COc1ccc(CCNC(=O)COC(=O)Cc2cccc3ccccc23)cc1	-20%	1%	9%	-28%[57.1 µM]	16%[57 µM]
10	COCCN(CCOC)Cc1c(C)[nH]c2c(C)c(C)ccc2c1=O	-4%	1%	4%[59 µM]	-14%	34%
11	COc1ccc(-c2csc(N(CCCN(C)C)C(=O)c3ccc(OC)c(OC)c3)n2)cc1	·	-5%	·	·	·
12	COc1ccc(NC(=O)CN(C)C(=O)c2ccc3c(c2)CC(c2ccccc2)OC3=O)cc1 (stereo not given)	·	5%	·	·	·
13	COc1cc(OC)c(NC(=O)NCCn2nnc3cc(S(=O)(=O)N(C)C)ccc32)cc1Cl	-10%	2%	2%[59 µM]	-10%	13%
14	CCC(NC(=O)Nc1cccc(C)c1)c1c(-n2cccc2)sc2c1CCN(C)C2 (stereo not given)	-38%	-30%	-31%[59 µM]	?	3%
15	CC(=O)NNC(=O)c1csc(-c2csc(C)n2)n1	?	1%	?	?	15%
16	O=C(NCc1cccnc1)C(=O)Nc1ccc([N+](=O)[O-])cc1	-18%	-1%	1%	-5%	34%

entry	PI4K2A inh	Pol eta inh	Pin1 inhibitor	Tb PGK inh
9	-4	-24%	-3%&-1%	-2%
10	-1	-2%	-5%	i
11	-2	-8%	·	i
12	-1	-16%	·	-5%
13	0	-20%	4%	-10%
14	-1	-10%	9%	-4%
15	-5	-2%	-13%	-5%
16	4	-6%	3%	10%

The list continues.
entry	molecule	BAZ2B block	GLS inh	G9a inh	JMJD2A Tudor inh	HP1b chromo inh
17	Cc1ccc(C)c(NC(=O)CN2C(=O)COc3ccc(S(=O)(=O)N4CCCC4)cc32)c1	-12%	-3%	6%	0%	40%[activator]
18	CC(C)(C)S(=O)(=O)/C(C#N)=C/c1sccc1C1OCCO1	-13%	-20%	0%	71µM*	-11%
19	CCc1ccc(N2C(=O)CC(N3CCC(C(=O)OC)CC3)C2=O)cc1 (stereo not given)	6%	-26%	-48%[59 µM]	-5%	49%[activator]
20	CCC(NC(=O)CCc1nnc(-c2cc(C)on2)o1)C12CC3CC(CC(C3)C1)C2 (stereo not given)	-24%	-6%	3%	-14%	29%
21	CC(=O)N1CCc2c(sc(NC(=O)CCS(=O)(=O)c3ccccc3)c2C(N)=O)C1	-10%	23%	11%	-13%	25%
22	CN(Cc1ccon1)C(=O)CC1C(=O)NCCN1CC1CCCCC1 (stereo not given)	0%	2%	-38%	-9%	30%
23	CN(C)S(=O)(=O)N1CCN(c2ccccc2Cl)CC1	1%	5%	-2%[59 µM]	-8%	7%
24	Cc1nnc(C)n1N1C(=O)c2cccc3cccc(c23)C1=O	2%	-14%	12%[59 µM]	2%	44%

entry	PI4K2A inh	Pol eta inh	Pin1 inhibitor	Tb PGK inh
17	-2	-20%	5%	4%
18	2	-6%	0%	i
19	0	-9%	-4%	0%
20	-2	-16%	-1%	i
21	-2	0%	-15%	1%
22	5	0%	-7%	-1%
23	-5	-16%	-4%	6%
24	0	-13%	0%	-4%

More compounds follow:
entry	molecule	BAZ2B block	GLS inh	G9a inh	JMJD2A Tudor inh	HP1b chromo inh
25	CCn1c(Cc2ccccc2)nnc1SCC(=O)Nc1nc(C)c(C)s1	17%	-7%	-22%[12.7 µM]	0%	43%[activator]
26	C[C@@H]1CN([C@@H](C)CO)C(=O)CCCn2nncc2CO[C@H]1CN(C)C(=O)Nc1ccc(C(F)(F)F)cc1	·	4%	·	·	·
27	O=C(CCn1nnc(-c2cccs2)n1)NCc1ccccc1Cl	-21%	1%	-32%[12.7 µM]	-18%	24%
28	CCc1ccc(C(=O)NNC(=O)CCN2CCN(Cc3ccccc3)CC2)cc1	-5%	13%	2%	4%	30%
29	C=CCOC(=O)C1=C(C)NC(=O)NC1c1ccc2c(c1)OCO2 (stereo not given)	?	-1%	20%	-15%	17%
30	CN1N=C(C(F)(F)F)CC1=O	?	14%	-28%	-25%	-8%
31	O=C(NCCc1c[nH]c2ccccc12)C1Cc2ccccc2CN1C(=O)c1ccco1 (stereo not given)	-31%	11%	-11%	-33%	1%
32	CC(=O)c1c(C)[nH]c(C(=O)COC(=O)CCSc2ccccc2)c1C	?	-5%	-2%[59 µM]	-17%	28%

entry	PI4K2A inh	Pol eta inh	Pin1 inhibitor	Tb PGK inh
25	-3	-5%	-5%	-6%
26	-16	-5%	·	-7%
27	-7	-1%	-1%	-5%
28	-2	-15%	-2%	-3%
29	-1	-3%	-4%	1%
30	1	-1%	-5%	-10%
31	-5	4%	0%	-1%
32	3	-3%	-2%	8%

2 successive records already listed, quoted:
entry	molecule	BAZ2B block	GLS inh	G9a inh	JMJD2A Tudor inh	HP1b chromo inh
28	CCc1ccc(C(=O)NNC(=O)CCN2CCN(Cc3ccccc3)CC2)cc1	-5%	13%	2%	4%	30%
29	C=CCOC(=O)C1=C(C)NC(=O)NC1c1ccc2c(c1)OCO2 (stereo not given)	?	-1%	20%	-15%	17%

entry	PI4K2A inh	Pol eta inh	Pin1 inhibitor	Tb PGK inh
28	-2	-15%	-2%	-3%
29	-1	-3%	-4%	1%

Carrying on.
entry	molecule	BAZ2B block	GLS inh	G9a inh	JMJD2A Tudor inh	HP1b chromo inh
33	CCc1ccc(S(=O)(=O)N2CCN(C(=O)c3cccnc3)CC2)cc1	-2%	-2%	5%	-12%	23%
34	CCOC(=O)c1[nH]nc(C(=O)c2ccc(Br)cc2)c1O	3%	5%	17%[59 µM]	-33%	36%
35	Cc1cccc(N2CCN(CCCNC(=O)C3CCCN(c4ncnc5c4nc4n5CCCCC4)C3)CC2C)c1 (stereo not given)	?	9%	·	?	10%
36	CCc1nc(SCC(=O)Nc2ccccc2)c2c(=O)n(C)c(=O)n(C)c2n1	0%	6%	48%	6%	46%[activator]
37	c1ccc(NN(Cc2cnccn2)c2ccccc2)cc1	·	31%	·	·	·
38	O=C(c1sc2ccccc2c1Cl)N1CCN(CCc2ccccn2)CC1	-32%	8%	11%[12.7 µM]	-4%	15%[57 µM]
39	Cc1ccc(NC(=O)c2cc(S(=O)(=O)N3CCC4(CC3)OCCO4)ccc2F)cc1Cl	3%	-11%	-5%[59 µM]	-27%	-10%
40	CCOc1ccccc1C(=O)NC1CCN(Cc2ccccc2)CC1	-9%	-8%	·	-6%	13%
41	COc1ccc(CNC(=O)CSc2ncc(S(=O)(=O)c3ccc(C)c(Cl)c3)c(=O)[nH]2)cc1	2%	7%	5%[59 µM]	2%	22%[57 µM]
42	COc1ccc(C(CC(=O)Nc2cc(OC)cc(OC)c2)n2cccc2)cc1 (stereo not given)	?	-17%	-20%[59 µM]	-32%	-15%
43	CCN1C[C@@H]2[C@@H]3C(=O)N(Cc4ccccc4)C(=O)[C@@H]3[C@](Cc3ccccc3)(C1=O)N2C(=O)c1ccc(C)cc1	·	-3%	·	-21%	33%

entry	PI4K2A inh	Pol eta inh	Pin1 inhibitor	Tb PGK inh
33	3	-22%	-6%	i
34	3	-13%	3%	10%
35	3	-11%	-3%	5%
36	-4	-7%	?	-6%
37	-3	-3%	·	7%
38	-9	-5%	12%	i
39	9	-6%	10%	i
40	4	-13%	-4%	-7%
41	-2	-7%	-9%	-7%
42	-1	-28%	-2%	2%
43	0	-12%	-1%	i

Look-ups from the list:
no. 36 in Tb PGK inh: -6%
no. 34 in JMJD2A Tudor inh: -33%
